# Compound activity deposited in PubChem by several laboratories.
# bovine MsrA act: bovine MsrA enzyme activators, primary screen, biochemical, absorbance, HTS; purified bovine MsrA, absorbance read-out; activation, % at 10.6 µM; 0.3% of 360,000 active; AID 602163, 2012; in the data active = activation above about 7.5%;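 note: 0% = vehicle and 100% = reference activator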
# Rpn11 block: Rpn11 (PSMD14) deubiquitinase inhibitors, primary screen, biochemical, fluorescence polarization, uHTS. human 26S proteasome, Ub4-pepOG fluorescence polarization; 20S core pre-blocked with epoxomicin. 0.59% of 360,000 active. calls only at 20 µM;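 active = inhibition at 20 µM, scaled to each plate's controls, above about 33%, limit read from the data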
# Target sequence (O00487 whole entry, looked up): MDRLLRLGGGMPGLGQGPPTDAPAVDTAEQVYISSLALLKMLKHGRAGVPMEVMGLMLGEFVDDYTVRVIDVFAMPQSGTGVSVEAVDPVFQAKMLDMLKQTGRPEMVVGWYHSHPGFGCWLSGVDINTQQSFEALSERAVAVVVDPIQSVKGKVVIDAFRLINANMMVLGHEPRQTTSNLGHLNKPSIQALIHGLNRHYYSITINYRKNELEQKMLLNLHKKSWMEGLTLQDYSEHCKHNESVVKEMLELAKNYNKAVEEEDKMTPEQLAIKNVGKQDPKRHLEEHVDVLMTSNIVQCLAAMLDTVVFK
# MT1-MMP act inh: blockers of MT1-MMP proenzyme processing, primary screen, HT1080 RFP-PRO-GFP cells, GFP/RFP fluorescence; 0.061% of 360,000 active; Matrix metalloproteinase-14 (Homo sapiens), P50281; GFP/RFP ratio fluorescence, overnight; percent of plate control window, DMSO zero; GFP/RFP ratio change, % at 20 µM; AID 651647, 2012;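 active = GFP/RFP ratio change of at least 30% with cell ATP level not reduced by more than half and red fluorescence within 50% of control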; note: strong numbers were not always called active
#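 Assay system: HT1080 cells carrying an RFP-PRO-GFP reporter | Dosing: Single dose of 20 µM compound, 1% DMSO final | Incubation: Cells overnight before dosing, compound overnight, 37 °C, 5% CO2 | Evaluation: GFP/RFP fluorescence ratio | Control set: DMSO and RFP-L50D-GFP cell wells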
# CSN inh: inhibitors of CSN-mediated cullin deneddylation, primary screen, biochemical, fluorescence polarization, uHTS; 0.38% of 360,000 active; COP9 signalosome complex subunit 5 (Homo sapiens), Q92905; inhibition, % at 12.5 µM; Purified CSN, SCF-Nedd8-OG deneddylation;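 active = pattern-corrected inhibition above about 35%, with an unprinted fluorescence ratio check between 0.5 and 1.5, limit read from the data, passing the limit was not always enough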;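 note: 0% = enzyme with substrate and 100% = substrate without enzyme; some results filed as inactive read as strong as hits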
#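 Material: human Csn5 produced in HEK293T cells; Input: enzyme 0.24 nM; Reagent: SCFSkp2-Nedd8OG substrate at 10 nM final; Dosing: 12.5 µM compound; Incubation: 90 min reaction at room temperature; Detection: fluorescence polarization of the substrate; Evaluation: % inhibition of substrate cleavage by Csn5; Control set: substrate-only high control, full reaction low control.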
# PABP1 MLLE inh: inhibitors of PABP1 MLLE–PAM2 peptide binding, primary screen, biochemical, fluorescence polarization, FITC-PAM2, GST-MLLE; Polyadenylate-binding protein 1 (Homo sapiens), P11940; inhibition, % at 20 µM; 0.36% of 360,000 active; AID 588489, 2011; in the data active = inhibition above about 35%, passing the limit was not always enough;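 note: plate controls were DMSO wells with GST-MLLE for no effect and wells lacking GST-MLLE protein for full effect; some results filed as inactive read as strong as hits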
# E coli Lon inh: inhibitors of E. coli Lon protease, primary screen, biochemical, fluorescence polarization. P0A9M0. purified E. coli Lon protease. inhibition, % at 7.94 µM. 0.42% of 360,000 active; in the data active = inhibition above about 13%, passing the limit was not always enough;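 note: 0% = enzyme with probe and DMSO and 100% = no enzyme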
# Target sequence (P0A9M0 whole entry, looked up): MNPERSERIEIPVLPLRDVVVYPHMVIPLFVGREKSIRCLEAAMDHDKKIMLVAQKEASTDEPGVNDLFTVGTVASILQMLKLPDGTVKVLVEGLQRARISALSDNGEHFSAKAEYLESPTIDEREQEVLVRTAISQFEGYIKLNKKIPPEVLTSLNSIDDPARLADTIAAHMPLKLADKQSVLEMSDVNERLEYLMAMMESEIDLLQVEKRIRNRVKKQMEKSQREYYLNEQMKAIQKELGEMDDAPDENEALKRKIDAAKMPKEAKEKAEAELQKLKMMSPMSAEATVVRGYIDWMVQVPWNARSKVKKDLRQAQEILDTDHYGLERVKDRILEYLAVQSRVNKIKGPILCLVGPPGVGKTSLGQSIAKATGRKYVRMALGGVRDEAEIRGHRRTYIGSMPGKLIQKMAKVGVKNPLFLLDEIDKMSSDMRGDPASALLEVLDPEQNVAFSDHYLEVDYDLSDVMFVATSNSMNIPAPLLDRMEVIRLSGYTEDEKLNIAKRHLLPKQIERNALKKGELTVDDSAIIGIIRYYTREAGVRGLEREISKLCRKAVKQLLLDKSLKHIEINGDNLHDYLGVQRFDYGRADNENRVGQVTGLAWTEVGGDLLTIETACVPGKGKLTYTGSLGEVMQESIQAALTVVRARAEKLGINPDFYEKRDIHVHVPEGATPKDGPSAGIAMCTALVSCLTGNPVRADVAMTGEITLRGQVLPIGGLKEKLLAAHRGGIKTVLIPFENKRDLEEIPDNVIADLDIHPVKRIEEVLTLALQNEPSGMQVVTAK
# Rin1 Abl inh: inhibitors of Rin1-Abl protein binding, primary screen, biochemical, TR-FRET; Tyrosine-protein kinase ABL1 (Homo sapiens) + Ras and Rab interactor 1 (Homo sapiens), …; inhibition, % at 7.35 µM; 0.4% of 360,000 active; in the data active = inhibition above about 5%, passing the limit was not always enough
# MsrA inhibitor: bovine MsrA enzyme inhibitors, primary screen, biochemical, absorbance, HTS | purified bovine MsrA, absorbance read-out | inhibition, % at 15.5 µM | 0.75% of 360,000 active | AID 651718, 2012; in the data active = inhibition above about 4.5%;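 note: 0% = vehicle wells with enzyme and 100% = reference inhibitor wells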
# FAS TE block: FAS thioesterase domain inhibitors, primary screen, biochemical, fluorescence intensity, uHTS. Fatty acid synthase (Homo sapiens), P49327. recombinant FAS-TE, OMFH fluorogenic substrate, fluorescence endpoint. inhibition, % at 15 µM. 0.67% of 360,000 active. AID 602261, 2012;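 active = compounds whose normalised, plate-corrected inhibition of enzyme fluorescence in the single-dose primary screen is 50% or more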;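 note: 0% = DMSO with enzyme and 100% = substrate without enzyme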
# The depositor's hits bear a star; i = inactive; x = not tested or not shown; & = joins results of further samples.
SMILES,bovine MsrA act,Rpn11 block,MT1-MMP act inh,CSN inh,PABP1 MLLE inh,E coli Lon inh,Rin1 Abl inh,MsrA inhibitor,FAS TE block
COc1ccc(S(=O)(=O)N2CCOCC2)cc1NC(=O)CSc1ccccc1,3.2,i,-2.1,-0.8,17.4,-4.0,-1.0,0.1,3.1
CC1Nc2ncnc(N3CCN(c4ccccn4)CC3)c2N(Cc2ccccc2)C1=O (centres undefined),2.5,i,8.8,0.5,-12.5,-7.4,0.1,-1.1,-1.6
Cc1cc(C(F)(F)F)n2nc(-c3cnn(C)c3C(F)(F)F)c(Br)c2n1,-2.8,i,4.5,2.5,4.1,-0.4,2.4,-0.3,34.8
CCc1ccc(NC(=S)N(CCN(C)C)C(C)c2ccncc2)cc1 (centres undefined),3.5,i,0.7,-5.3,24.0,2.5,0.2,-0.3,-1.8
COC(=O)c1c(NC(=O)C(C)(C)C)sc2c1CCN(Cc1ccccc1)C2,-3.0,i,3.7,-6.3,-6.2,-2.2,-1.6,0.7,9.2
CC(=O)N(Cc1cc2cc(C)c(C)cc2n2nnnc12)CC1COCCO1 (centres undefined),-1.5,i,3.8,-0.9,5.9,-9.3,2.8,-0.9,-10.2
CCN(CC)S(=O)(=O)c1cccc(NC(=O)CNC2CCCCCC2)c1,-2.8,i,-1.3,0.7,3.1,3.4,-0.2,-1.0,-5.3
Cc1ncc(CN2CCCC(C(=O)Nc3ccc(-c4ccco4)cc3)C2)cn1 (centres undefined),-3.2,i,-6.6,5.3,-15.0,-16.5,15.5*,1.0,-3.1
C=C(C)[C@@H]1CC[C@]2(C(=O)O)CC[C@]3(C)C(CCC4[C@@]5(C)CC[C@H](O)C(C)(C)C5CC[C@]43C)C12 (some centres undefined),-0.1,i,1.9,18.6,0.2,-0.1,0.9,0.0,7.4
CCCN(CCC)CCCNC(=O)c1cn(CC)c2ccc(S(=O)(=O)N(C)C3CCCCC3)cc2c1=O,-1.1,i,-4.1,2.0,-5.5,-5.5,1.4,1.8,0.4
COc1ccc(-c2cc3ccccc3oc2=O)cc1NC(=O)c1ccc(Br)o1,3.1,i,3.1,27.4,-6.1,-8.2,-1.6,0.1,11.0
CCCC1=[N+](CC(C)=O)CCn2c(C)ccc21,-1.8,i,-5.1,0.1,-1.6,12.3,-0.4,4.0,-3.6
CC(C)(C)NC(=O)COc1ccc(-c2ccccc2)cc1,-7.3,i,4.2,-1.7,-5.4,-2.9,2.0,0.4,1.1
CCCc1cc(=O)[nH]c(SCc2ccc(C#N)cc2)n1,-1.2,i,1.8,3.0,12.4,-1.0,2.1,0.2,-1.6
CCOc1ccc(Br)cc1S(=O)(=O)N1CCC(C(=O)O)CC1,-4.0,i,-1.4,-4.8,-2.9,-8.7,-0.8,1.3,-3.5
S=C(c1ccc(-c2cc(Cl)ccc2Cl)o1)N1CCOCC1,-1.1,i,3.3,1.0,31.7,-1.0,1.3,3.1,24.8
Cc1ccc(S(=O)(=O)N2CCCC2CNC(=O)C(=O)Nc2ccc(F)cc2F)cc1 (centres undefined),-1.4,i,4.3,2.4,2.3,-6.2,-1.4,0.5,7.4
COc1ccc(/C=C2\SC(=O)N(CCC(=O)Nc3ccc(S(=O)(=O)Nc4nccs4)cc3)C2=O)cc1,-6.0,i,0.4,-1.9,6.6,7.0,-2.5,3.6,-2.8
O=C(Nc1ccc(Cl)cc1C(=O)NCCN1CCOCC1)c1ccc(Cl)cc1Cl,-0.3,i,5.1,6.2,13.5,11.1,1.4,1.1,-0.2
O=C(Cn1cc(COc2cccc([N+](=O)[O-])c2)nn1)c1ccc(O)cc1,-3.0,i,1.4,-2.8,-12.1,-12.3,-3.1,2.1,-0.1
Cc1ncsc1CCOC(=O)c1cccc([N+](=O)[O-])c1,-1.5&-13.7,i,4.1&1.7,-5.5&6.4,4.4&-2.2,-1.4&9.9,1.4&3.9,0.3&-0.1,6.6&16.4
S=c1[nH]c2ccccc2n1Cc1ccccc1,-13.1,i,10.6,5.2,-42.3,-22.9,1.8,-1.2,21.6
CCOC(=O)/C(=C\Nc1ccc(OC(F)(F)F)cc1)Sc1ncc(C(F)(F)F)cc1Cl,-6.1,i,0.6,-0.9,1.4,-4.9,0.3,-0.6,14.5
CCOC(=O)C1=C(C)OC(N)=C(C#N)C1c1cc2c(cc1[N+](=O)[O-])OCO2 (centres undefined),-3.7,i,2.5,2.9,-85.8,2.1,1.6,2.5,-3.8
Cc1ccc(N2C(=O)CSC2c2c(F)cccc2Cl)cc1 (centres undefined),-0.8,i,2.8,3.0,-1.2,-2.4,-1.6,-0.9,15.2
COc1ccc(-n2c(SCC(=O)N3CCCCC3)nnc2-c2cccnc2)cc1,3.1,i,7.1,-1.5,14.9,5.6,2.8,-0.4,-0.3
CCN1C(=O)N[C@@H](CCc2ccccc2)[C@H](C(=O)OC)[C@H]1C,-0.4,i,-1.1,2.0,-6.6,-11.5,-0.5,-0.2,-14.0
N#Cc1cccnc1N1CCN(C(=O)c2cccc3c2C(=O)c2ccc(-c4ccc(F)cc4OCc4ccccc4)cc2S3(=O)=O)CC1,-1.8,i,-4.2,3.8,3.6,1.1,1.6,0.1,19.5
COC(=O)Nc1sc2c(c1C(=O)N1CCOCC1)CCC(C)C2 (centres undefined),-1.7,i,2.0,-2.8,37.1,7.7,-2.2,0.7,-9.7
COC(=O)CN(C#N)c1nc(C)cc(C)n1,-6.0,i,-2.3,-3.1,-12.1,-2.4,3.0,0.2,-14.7

# Reprinted from the part before: 2 entries; new compounds follow.
SMILES,bovine MsrA act,Rpn11 block,MT1-MMP act inh,CSN inh,PABP1 MLLE inh,E coli Lon inh,Rin1 Abl inh,MsrA inhibitor,FAS TE block
COC(=O)Nc1sc2c(c1C(=O)N1CCOCC1)CCC(C)C2 (centres undefined),-1.7,i,2.0,-2.8,37.1,7.7,-2.2,0.7,-9.7
COC(=O)CN(C#N)c1nc(C)cc(C)n1,-6.0,i,-2.3,-3.1,-12.1,-2.4,3.0,0.2,-14.7
CCOc1ccc(N/N=C(/C#N)C(N)=O)cc1,-1.9,i,4.7,-6.1,-0.9,7.7,-5.6,3.3,-5.5
CCOC(=O)c1c(C)oc2ccc(OC(=O)COc3c(F)c(F)c(F)c(F)c3F)cc12,-2.2,i,1.8,-0.3,-3.8,0.3,0.4,2.1,12.8
CC(C)(C)OC(=O)C[C@H]1C/C=C\C[C@@H](CC(=O)N[C@H](CO)Cc2ccccc2)C(=O)N2CCC[C@H]2COC1=O,-1.9,i,5.0,1.5,0.4,-0.1,3.9,-0.7,-5.2
O=c1nccc(SCc2ccc(Cl)cc2Cl)[nH]1,0.4,i,-2.9,2.5,0.1,2.1,1.2,-0.4,7.6
COc1ccc(CNS(=O)(=O)c2ccc(S(=O)(=O)N3CCCCC3)cc2)cc1,-2.8,i,2.6,-2.0,-4.2,-3.2,0.2,0.0,-19.0
COc1ccc(NC(=O)/C(=C\c2cccs2)NC(=O)c2ccco2)cc1,-4.4,i,0.6,-3.2,-9.4,1.8,0.4,4.2,18.4
Cc1ccc(/C=N/NC(=O)c2c[nH]c3ccccc23)o1,-2.5,i,10.7,-0.6,-8.7,-1.2,-2.0,x,-4.5
O=C(Nc1ccccc1)NC1CCCCC1,-0.3,i,3.4,-5.1,0.6,-0.9,-3.0,0.0,-1.3
CCOc1ccc(C2C(C(C)=O)=C(O)C(=O)N2CCc2c[nH]c3ccccc23)cc1 (centres undefined),-2.1,i,7.9,3.4,-9.7,-0.2,-1.3,0.2,-3.1
C/C(=N/NC(N)=S)c1cc2ccc(O)cc2oc1=O,-3.1,x,-121.4,71.5,-104.7,-179.2,-2.6,1.0,-17.1
CCN(CC)c1nc(-c2ccccc2)nc2c1sc(=S)n2CC,-3.0,i,1.8,-3.8,6.5,8.4,0.4,-0.3,22.1
Cc1cccc(S(=O)(=O)N(C)C[C@H]2OCc3cnnn3CCCC(=O)N([C@@H](C)CO)C[C@H]2C)c1,-1.3,i,-0.4,-0.8,-4.2,0.1,-3.9,0.0,-4.6
NC(=O)c1cccnc1Nc1cccc([N+](=O)[O-])c1,-4.2,i,1.7,2.4,3.0,5.5,-1.9,1.1,1.7
CCCn1c(=O)n(C)c(=O)c2c(SCC(=O)NCC(c3ccccc3)N(C)C)nc(CC(C)C)nc21 (centres undefined),2.3,i,-12.2,5.4,-10.6,1.4,1.7,0.8,9.0
Cc1nc(-c2ccc(Cl)cc2)sc1C1(C)CC(c2ccccc2)=NO1 (centres undefined),-2.0,i,-1.3,-1.8,6.6,-4.2,5.2,-0.1,15.9
CCOC(=O)C1CCCN(C(=O)c2ccccc2Oc2ccccc2)C1 (centres undefined),-9.2,i,3.2,-5.0,-2.8,-4.7,0.8,0.7,-5.1
CCCn1c(SCC(=O)N2CCc3ccccc3C2)nc2c1c(=O)n(C)c(=O)n2C,-3.0,i,1.5,1.0,8.6,-4.3,1.5,0.6,-7.5
COc1ccc(NC(=O)CCCN2C(=O)C3CC=CCC3C2=O)cc1 (centres undefined),-2.3,i,-2.2,3.2,6.0,-8.2,1.7,0.6,-3.1
COc1ccc(-n2nnnc2-c2cccc(OC)c2)cc1,-6.4,i,-0.6,-0.8,0.1,-3.3,1.5,-1.1,-5.1
COC(=O)[C@]12CCCCC=C1N(Cc1ccc(Cl)cc1Cl)C(=O)[C@H](CC(=O)NCC1CCCCC1)C2,-2.8,x,-9.1,3.5,x,-4.2,x,1.8,19.8
Cc1nc(NC(C)(C)CO)c([N+](=O)[O-])cc1[N+](=O)[O-],-3.3,i,0.9,6.8,-10.6,4.9,-0.2,3.0,2.3
COc1ccc(-n2nc(C(=O)NCC(=O)NC3CCCC(C)C3C)c3ccccc3c2=O)cc1 (centres undefined),-2.0,i,4.3,3.7,1.3,0.1,-0.6,-0.7,8.7
Clc1ccc(COc2ccccn2)cc1Cl,-3.3,i,2.3,4.8,2.2,-10.4,1.2,-0.4,-2.6
CCOc1ccccc1-n1nnnc1SCC(=O)NC(=O)NCc1ccco1,-1.8,i,-1.9,8.3,-70.8,2.0,-4.2,-1.2,4.1
O=C(OCCc1cc2ccccc2c(=O)o1)c1cccs1,-0.9,i,2.5,0.4,12.9,-0.6,0.7,0.5,4.5
CCOc1ccc(N/C(=N/c2nc(C)cc(C)n2)NC(=O)CC)cc1,-2.9,i,4.2,-2.4,-3.7,5.3,-2.3,-0.7,-0.2
O=C(Nc1ccc2c(c1)C(=O)NC2=O)c1ccc(S(=O)(=O)N2CCCC2)cc1,-0.5,i,1.9,0.9,-0.7,-3.1,-3.3,0.1,-11.1
